# Bioassay records (PubChem BioAssay)
# HTR1E agonist: 5-HT1E (human) receptor agonism; CHO 5-HT1E Ga15 NFAT-bla reporter, FRET; 0% DMSO wells, 100% control agonist wells; 0.69% of 65,000 active; activation, % at 6 µM;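 active = activation above a set limit, the screen-wide mean activation plus 3 SD, cut at about 8.5% in these data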;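 also: 100% = positive control agonist at 1 µM giving full maximal response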
# S1P1 ag pot: S1P1 (human) agonism or agonism potentiation | 0.57% of 56,000 active | P21453 | S1P1 CRE-bla cells, forskolin, beta-lactamase FRET, potentiator mode; S1P1 agonist co-added at EC20, 2 nM; 100% = saturating reference agonist, 0% = basal | activation, % at 9.5 µM;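 active = activation above a cutoff set at the mean activation of all tested compounds plus 3 SD, cut at about 54% in these data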;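 also: forskolin at 4 µM as EC80 and the EC20 agonist is SEW2871; 100% = SEW2871 at its EC100 plus forskolin at EC80; some compounds past the cut are filed as inactive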
# Target sequence (P21453 whole entry, looked up): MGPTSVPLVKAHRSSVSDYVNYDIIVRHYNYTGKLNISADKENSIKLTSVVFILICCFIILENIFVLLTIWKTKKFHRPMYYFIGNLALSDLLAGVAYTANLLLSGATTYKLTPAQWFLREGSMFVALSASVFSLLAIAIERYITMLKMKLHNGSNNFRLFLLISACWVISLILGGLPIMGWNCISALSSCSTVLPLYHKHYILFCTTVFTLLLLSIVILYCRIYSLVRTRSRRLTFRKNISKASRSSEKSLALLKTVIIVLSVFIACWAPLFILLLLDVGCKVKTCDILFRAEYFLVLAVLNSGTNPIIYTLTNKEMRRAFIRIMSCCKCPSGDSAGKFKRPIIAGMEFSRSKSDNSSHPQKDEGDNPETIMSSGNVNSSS
# HTR1E antagonist: blocks the human 5-HT1E serotonin receptor | 0.99% of 65,000 active | CHO 5-HT1E Ga15 NFAT-bla reporter, FRET, antagonist | inhibition, % at 6 µM | AID 571;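 active = inhibition above a set limit, the mean inhibition across every tested compound plus 3 SD, cut at about 29% in these data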;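 also: signal is the 460 over 535 nm emission ratio of beta-lactamase substrate; 0% = agonist plus DMSO wells and 100% = wells without agonist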
# S1P3 ag: agonists of human S1P3 receptor | activation, % at 4.5 µM | 0.1% of 60,000 active | S1P3 NFAT-BLA reporter cells, agonism, FRET ratio; relative to 1 µM S1P, basal subtracted;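 active = activation above the screen-wide mean plus 3 SD, cut at about 4.5% in these data, passing the limit was not always enough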; also: some compounds called inactive have numbers as strong as hits
#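 Assay system: CHO cells stably expressing human S1P3, Gα16 and NFAT-β-lactamase reporter. Timing: overnight plating, 4 h compound 37 °C, 2 h substrate RT. Signal: β-lactamase FRET emission ratio 460/535 nm. Measure: percent activation versus median 1 µM S1P response, basal-subtracted, per plate. Repeats: primary screen single test, confirmation screen in triplicate.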
# RORA act: RORA (human) activation. P35398. CHO-K1 Gal4-RORA LBD luciferase reporter, luminescence; percent increase over mock-subtracted basal signal. activation, % at 10 µM. 1.5% of 65,000 active. AID 560;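 active = activation above the mean of all tested compounds plus 3 SD, cut at about 49% in these data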;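 also: 0% = DMSO-treated RORA cells and 100% = added signal equal to DMSO minus mock-transfected cells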
# AP complement: orthogonal test for alternative complement pathway inhibitors | Human serum alternative complement pathway, LPS-coated ELISA, C3 deposition; tested in compound mixtures | AID 1235 | inhibition, % at 5 µM | 0.08% of 62,000 active;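 active = inhibition above 30% in each of the two pooled mixtures holding the compound, so the lower value exceeds 30%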;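 also: 0% = serum in Mg-EGTA without compound and 100% = EDTA serum blank; some compounds past the cut are filed as inactive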
#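 Assay system: Human serum alternative complement pathway, C3 deposition on LPS-coated wells | Incubation: 1 h serum-compound exposure at 37 °C | Doses: 5 µM per compound in ten-compound mixtures | Read-out: Percent inhibition | Technique: ELISA with HRP anti-human C3 antibody, TMB substrate, absorbance 450 nm | Replication: Two pool placements per compound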
# 5-HT1A blocker: blocks the human serotonin 5-HT1a receptor | 0.68% of 62,000 active | inhibition, % at 10 µM | CHO 5-HT1a Ga15 NFAT-bla reporter, antagonist mode;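 active = inhibition above the mean of all tested compounds plus 3 SD, cut at about 43% in these data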;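 also: receptor stimulated by 5-CT agonist at 100 nM near EC80; beta-lactamase reporter measured by ratiometric fluorescence of a cleavable substrate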
# SF1 activator: activates the human nuclear receptor SF-1 | Q13285 | CHO-K1 Gal4-SF-1 LBD luciferase reporter; % increase over DMSO SF-1-specific signal | activation, % at 10 µM | 1.9% of 65,000 active | AID 522;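 active = activation above the mean activation of all tested compounds plus 3 SD, cut at about 50% in these data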
# Target sequence (Q13285 whole entry, looked up, the tested form may be a part): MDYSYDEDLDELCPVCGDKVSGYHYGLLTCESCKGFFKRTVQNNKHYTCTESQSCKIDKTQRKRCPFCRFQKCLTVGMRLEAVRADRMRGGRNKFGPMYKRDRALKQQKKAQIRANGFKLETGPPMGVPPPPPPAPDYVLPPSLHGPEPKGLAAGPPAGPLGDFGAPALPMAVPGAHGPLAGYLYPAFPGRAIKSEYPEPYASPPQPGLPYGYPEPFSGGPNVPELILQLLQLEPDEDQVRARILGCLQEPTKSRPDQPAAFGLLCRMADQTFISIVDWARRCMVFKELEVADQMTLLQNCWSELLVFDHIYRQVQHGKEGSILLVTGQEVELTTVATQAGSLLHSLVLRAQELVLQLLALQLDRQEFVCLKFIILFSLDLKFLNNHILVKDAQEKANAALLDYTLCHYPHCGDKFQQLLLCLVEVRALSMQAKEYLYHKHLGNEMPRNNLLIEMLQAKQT
#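 material = CHO-K1 cells with Gal4–hSF-1 LBD chimera plus Gal4-driven luciferase | compound = 10 µM single point, 1% DMSO | incubation = 20 h compound exposure at 37 °C after 1 h cell settling | measured by = SteadyLite luciferase luminescence | evaluation = percent activation relative to DMSO median and mock-transfected background | control set = DMSO negative control and −SF1 background wells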
# Ecoli tolC: growth inhibitors of E. coli BW25113 tolC mutant | OD615 | growth inhibition, % at 10 µM (by protocol) | 2.2% of 65,000 active | AID 573;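 active = growth inhibition at or above a cutoff equal to the mean over every tested compound plus 3 SD, cut at about 60% in these data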;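 also: growth measured after 20 h incubation at 37 °C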
#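 Assay system: tolC-deleted E. coli BW25113. Medium: kanamycin-containing LB broth (50 µg/mL). Dosing: 10 µM final, single dose. Timing: bacterial growth with compound for 20 h at 37 °C. Detection: A615 absorbance measurement. Read-out basis: growth inhibition in percent.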
# Starred values were filed as active, the others as inactive; . = not tested or not shown.
item	mol	HTR1E agonist	S1P1 ag pot	HTR1E antagonist	S1P3 ag	RORA act	AP complement	5-HT1A blocker	SF1 activator	Ecoli tolC
1	CCc1cc(=O)oc2cc(C)cc(OC(C)C(=O)O)c12 (centres undefined)	0.8	0	-5	-0.4	-4	5	-3	7	-11
2	CC1(C)Cc2c(C#N)c(N3CCN(C(=O)c4ccco4)CC3)nc(Cc3ccccc3)c2CO1	-0.3	-13	9	-3.3	-25	.	.	-16	18
3	Cc1cc(=O)n(-c2ccc(O)cc2)[nH]1	0.0	-4	-4	-0.8	-5	3	13	3	3
4	O=C(CSc1nnc2c(n1)[nH]c1ccc(F)cc12)OCc1ccccc1	-0.2	-23	-9	0.1	-1	1	9	-6	15
5	CCN1CCN(c2ccc(NC(=O)c3ccc4c(c3)OCO4)cc2)CC1	-0.3	14	5	0.4	32	17	14	37	-8
6	Cc1ccnc(NC(=O)C23CC4CC(CC(C4)C2)C3)c1	-0.6	8	-6	-0.8	5	13	-6	9	23
7	O=C(c1ccccc1)c1ccc(CN2C(=O)c3ccccc3C2=O)o1	0.3	-12	-6	-1.1	-11	-6	9	16	23
8	COc1ccc2ccccc2c1CN1CCCC(CO)C1 (centres undefined)	-0.7	5	4	1.8	10	5	11	12	-13
9	CCOC(=O)Nc1ccc(S(=O)(=O)Nc2nccc(C)n2)cc1	0.4	-2	-2	-0.6	-8	14	4	6	-1
10	CCOC(=O)c1cccc(NC(=O)CSc2nnc(COc3ccc(Cl)cc3)o2)c1	-0.3	-2	1	-0.8	-8	5	-11	6	-14
11	CCOC(=O)C1CCN(CC(=O)c2c(C)[nH]c3cc(C)ccc23)CC1	-0.1	-2	4	-1.5	4	9	14	12	0
12	COc1cccc(-c2cc(C(=O)NC3CCCC3)no2)c1	-0.3	.	8	.	20	19	15	34	9
13	COc1cccc2c(=O)n(CC(=O)Nc3cccc(F)c3)ccc12	-0.5	-14	-4	-1.3	1	8	-7	4	-1
14	Cc1cccc(-c2noc(CCC(=O)Nc3ccccc3)n2)c1	0.7	-16	-10	-0.9	-17	-2	6	-6	38
15	Cc1cc(N2CCN(C(=O)c3ccco3)CC2)n2nc(C)nc2n1	0.4	1	3	-1.3	-11	4	-6	14	-4
16	NC(=O)c1cc(-c2ccccc2)sc1NC(=O)Cc1ccc(S(=O)(=O)N2CCOCC2)s1	4.2	-13	-25	-1.5	-14	3	-37	-15	-6
17	Cc1ccc(S(=O)(=O)NCCNC(=O)CN2CCCC2)cc1	-0.6	-23	2	-0.9	-21	1	4	-11	-10
18	CCOc1cccc(NC(=O)C(Cc2cccs2)c2nn[nH]n2)c1 (centres undefined)	0.7	4	8	-0.3	-1	16	-18	20	-6
19	Cc1ccc(-c2ccc(=O)n(CC(=O)N3CCN(c4cccc(C)c4)C(C)C3)n2)cc1 (centres undefined)	0.8	8	2	-1.1	-20	21	-6	-20	1
20	Cc1nnc2n(Cc3ccccc3)c(=O)c3c4c(sc3n12)CN(Cc1ccccc1)CC4	0.5	3	-16	-1.4	-14	.	.	-5	10
21	O=C1CC(c2ccccc2)CC(O)=C1C=NCCCO (centres undefined)	0.4	-8	-2	-0.4	-8	22	6	14	-9
22	CN1CCc2c(sc3c2C(=O)NC(c2ccc(-c4cccc(Cl)c4)o2)N3)C1 (centres undefined)	1.4	-29	-5	0.6	9	9	-4	-10	-2
23	CCOc1ccccc1C1CC(c2ccc(Cl)cc2)Nc2nc(N)nn21 (centres undefined)	1.0	-30	5	-1.4	2	13	5	16	17
24	N#Cc1nc(COc2ccccc2)oc1NCCN1CCOCC1	0.8	.	-2	.	1	14	-6	11	-13
25	CN(C)c1ccc(C2CC(=O)NC3=C2C(=O)CC(C)(C)C3)cc1 (centres undefined)	-0.4	-6	-4	0.7	11	8	6	-1	-13

# Shown with one line to a screen: 6 of the compounds above.
[25] CN(C)c1ccc(C2CC(=O)NC3=C2C(=O)CC(C)(C)C3)cc1 (centres undefined)
[9] CCOC(=O)Nc1ccc(S(=O)(=O)Nc2nccc(C)n2)cc1
[14] Cc1cccc(-c2noc(CCC(=O)Nc3ccccc3)n2)c1
[22] CN1CCc2c(sc3c2C(=O)NC(c2ccc(-c4cccc(Cl)c4)o2)N3)C1 (centres undefined)
[13] COc1cccc2c(=O)n(CC(=O)Nc3cccc(F)c3)ccc12
[15] Cc1cc(N2CCN(C(=O)c3ccco3)CC2)n2nc(C)nc2n1
assay / entry	25	9	14	22	13	15
HTR1E agonist	-0.4	0.4	0.7	1.4	-0.5	0.4
S1P1 ag pot	-6	-2	-16	-29	-14	1
HTR1E antagonist	-4	-2	-10	-5	-4	3
S1P3 ag	0.7	-0.6	-0.9	0.6	-1.3	-1.3
RORA act	11	-8	-17	9	1	-11
AP complement	8	14	-2	9	8	4
5-HT1A blocker	6	4	6	-4	-7	-6
SF1 activator	-1	6	-6	-10	4	14
Ecoli tolC	-13	-1	38	-2	-1	-4

# The listing picks up, repeating the 2 entries before the break.
item	mol	HTR1E agonist	S1P1 ag pot	HTR1E antagonist	S1P3 ag	RORA act	AP complement	5-HT1A blocker	SF1 activator	Ecoli tolC
24	N#Cc1nc(COc2ccccc2)oc1NCCN1CCOCC1	0.8	.	-2	.	1	14	-6	11	-13
25	CN(C)c1ccc(C2CC(=O)NC3=C2C(=O)CC(C)(C)C3)cc1 (centres undefined)	-0.4	-6	-4	0.7	11	8	6	-1	-13
26	O=c1sc(N2CCN(c3ccccc3F)CC2)nc2ccsc12	1.3	-2	4	0.0	60*	15	-10	72*	-6
27	CN(CCCCCNC(=O)/C=N/O)Cc1ccccc1	-0.9	7	-11	-3.6	-12	15	.	3	3
28	CCCC1CC(C)(C(=O)Cn2[nH]c(=O)ccc2=O)OC1=O (centres undefined)	-2.4	3	7	-0.6	-5	18	0	-8	-1
29	O=C(c1ccco1)N1CCN(C(=O)c2oc(=O)c3ccccc3c2-c2ccccc2)CC1	0.5	-23	-6	0.6	17	11	-9	6	6
30	CCCn1c(-c2ccc(OC)cc2)nc2ccccc21	-0.1	-15	1	-0.4	24	12	4	4	21
31	COc1ccccc1NC(=O)CSc1nnc(CNC(=O)COc2ccc(Cl)cc2)o1	-0.8	0	-5	-0.4	-17	10	-15	-9	3
32	Cc1nnn(C23CC4CC(CC(C4)C2)C3)n1	1.2	6	-3	0.1	-17	4	-3	-2	-3
33	COc1cccc(Cn2c(Oc3ccccc3)nc3c2c(=O)n(C)c(=O)n3C)c1	-0.2	-15	6	0.7	-2	-5	.	10	3
34	CCC(=O)NCC(c1cccs1)N1CCOCC1 (centres undefined)	-1.0	-9	-2	-0.9	6	8	-1	-5	-8
35	O=C(O)C1CC=CCC1C(=O)NCc1cn2ccccc2n1 (centres undefined)	0.3	-6	-8	0.3	-8	10	3	-4	7
36	COC(=O)Cc1nnc(NC(=O)c2ccccc2)s1	-0.4	6	7	-1.1	2	7	9	-11	-20
37	CCOC(=O)Nc1c(C)n(C)n(-c2ccccc2)c1=O	0.3	.	-2	.	-9	.	1	-8	-24
38	CN(C)CCSc1nc(N)c2c3c(sc2n1)COC(C)(C)C3	-0.5	.	-1	.	10	6	0	4	.
39	CCN=C(NCC)SC1CC(=O)N(c2cccc(OCC)c2)C1=O (centres undefined)	0.1	-19	-1	-0.4	-6	22	1	-3	-3
40	OC1CNCc2cc3c(cc21)OCCO3 (centres undefined)	-0.4	-13	-12	0.8	8	11	-7	2	-9
41	CSc1nc(N)nc(SCC(=O)OC(C)C)c1C#N	-1.4	-14	24	-5.8	-2	-2	.	7	18
42	CCCCNC(=O)c1cc(-c2ccc(F)cc2)on1	-0.5	-84	2	-0.7	72*	8	10	47	-9
43	CCCc1c(O)nc(SCCN(CCC)CCC)[nH]c1=O	-0.9	-5	-6	-0.7	-4	9	10	1	-21
44	COC(=O)CSc1ncnc2c1cnn2Cc1ccccc1	0.2	-10	3	-1.3	-2	-10	6	7	1
45	O=C(O)C(O)c1ccco1 (centres undefined)	-0.5	2	13	-4.7	4	.	.	6	18
46	Cc1noc(C)c1S(=O)(=O)NC1CCCc2ccccc21 (centres undefined)	-2.0	-8	2	-0.7	9	15	1	6	1
47	CCOC(=O)N1CCC(NC(=O)c2ccc(CS(=O)(=O)c3ccc(OC)cc3)o2)CC1	-0.1	26	23	-1.7	2	15	0	6	-5
48	CCCn1c(SCC(=O)Nc2cc(C)on2)nc2c1c(=O)n(C)c(=O)n2C	1.1	-21	-6	-0.1	-16	-5	-6	-8	-11
49	Cn1c(=O)n(Cc2ccccc2)c2ccccc21	0.3	-16	-6	-0.7	-1	21	2	-10	-5
50	CCCCN(C)CCCNC(=O)C1CC(=O)N(Cc2ccc(OC)cc2)C1 (centres undefined)	0.7	.	1	.	-7	11	11	2	-17

item	mol	HTR1E agonist	S1P1 ag pot	HTR1E antagonist	S1P3 ag	RORA act	AP complement	5-HT1A blocker	SF1 activator	Ecoli tolC
51	CC(OC(=O)c1cccs1)C(=O)NCc1ccco1 (centres undefined)	16*	-10	-6	0.6	-13	12	-10	11	-17
52	COc1cccc(-n2c(C)nc3c(cnn3-c3ccc(Cl)cc3)c2=O)c1	-1.0	5	12	-0.8	-23	6	13	-12	-23
53	COc1cccc(NC(=O)C2CCN(S(C)(=O)=O)CC2)c1	-0.1	-12	-6	-0.4	4	-1	-2	-17	-7
54	O=C(Cc1c(O)c2ccccc2[nH]c1=O)NCc1cccc(F)c1	-0.5	-3	0	1.0	13	23	-8	-7	-12
55	Cc1ccc(-c2noc(CCC(=O)Nc3ccc(C)cn3)n2)cc1	0.4	-5	5	-0.9	3	11	-4	-8	-20
56	CCN(CC)S(=O)(=O)c1ccc(C(=O)N2CCN=C2SC)cc1	-0.4	-7	-3	-0.3	-17	13	2	14	-20
57	Cc1cc(-c2ccccc2C(=O)O)on1	0.3	-5	-10	-0.9	26	3	-4	-8	-14
58	CCOC(=O)NC(=O)CSc1nc2ccc(OCC)cc2[nH]1	0.4	-5	-8	-1.3	3	10	-9	-3	-10
59	Cc1c(C(=O)OC(C)C)[nH]c2c1C(=O)CC(C)(C)C2	-0.1	-1	-3	0.4	11	6	-7	-3	25
60	COCCCNC(=O)c1cc2c(=O)n(C)c3ccccc3c2n1C	0.8	-18	-2	0.0	60*	7	-4	38	0
61	CCOC(=O)N1CCN(C(=O)CCN2C(=O)COc3ccc(C)cc32)CC1	0.9	-13	-2	-0.6	5	13	0	-8	-3

# Random draw from the library; any-hit rate near 7.1%.
